# Compound activity deposited in PubChem BioAssay by several laboratories.
# Tb MetRS inh – blocks T. brucei methionyl-tRNA synthetase activity; inhibition, % at 11.9 µM; AID 624268; purified T. brucei MetRS, ATP depletion, Kinase-Glo luminescence; 0.4% of 360,000 active;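 active means inhibition above a per-plate cutoff of the control wells' mean inhibition plus 3 SD, cut at about 5.5% in these data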;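 further: 0% = DMSO wells median and 100% = median of wells with control inhibitor compound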
#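 Dosing: 11.9 µM compound single dose, 0.9% DMSO; Assay system: purified T. brucei MetRS enzyme; Measured by: Kinase-Glo luciferase luminescence reporting remaining unconsumed ATP; Schedule: 15 min plus 2 h at 25 °C.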
# LMPTP block – blocks human LMPTP phosphatase; P24666; inhibition, % at 20 µM; recombinant LMPTP-A, OMFP fluorogenic substrate, fluorescence intensity; 0.22% of 360,000 active;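 active means compounds that cut the enzyme signal by at least half of the control window in the single-dose screen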;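 further: plate controls were DMSO wells with enzyme plus substrate for no effect and substrate without enzyme for full effect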
# Target sequence (P24666 whole entry, looked up): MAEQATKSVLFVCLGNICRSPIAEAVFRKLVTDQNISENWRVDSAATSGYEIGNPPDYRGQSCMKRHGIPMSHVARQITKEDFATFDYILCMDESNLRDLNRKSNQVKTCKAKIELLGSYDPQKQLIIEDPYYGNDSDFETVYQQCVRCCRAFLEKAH
#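 Test system: LMPTP-A phosphatase enzyme. Amount: LMPTP-A at 0.625 nM final in the reaction. Reagent: OMFP substrate, 400 µM final. Times: 50 min at room temperature. Signal: endpoint fluorescence intensity from OMFP dephosphorylation. Read-out basis: % inhibition. Benchmarks: no-enzyme and uninhibited controls.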
# SUMO1-SIM PPI – alters human SUMO1 binding to SIM partners; P63165; SUMO1 binding to a labelled peptide, TR-FRET, 1 h; inhibition, % at 20 µM; 0.33% of 360,000 active; AID 602429; in the data active means inhibition above about 37%
# DNMT1 inh – blocks human DNA methyltransferase DNMT1; P26358; DNMT1 molecular beacon, Hinp1I cleavage, fluorescence; inhibition (reported as % activation of signal), % at 10 µM; 0.83% of 360,000 active; in the data active means inhibition above about 50%
# NadD inh – blocks S. aureus nicotinate mononucleotide adenylyltransferase; purified NadD enzyme, colorimetric absorbance read-out; inhibition, % at 20 µM; 0.78% of 360,000 active; AID 602399; in the data active means inhibition above about 26%; further: some compounds past the cut are filed as inactive
# CSN inh – blocks human CSN-mediated cullin deneddylation; Q92905; Purified CSN, SCF-Nedd8-OG deneddylation, fluorescence polarization; inhibition, % at 12.5 µM; 0.38% of 360,000 active;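 active means pattern-corrected inhibition above about 35%, with an unprinted fluorescence ratio check between 0.5 and 1.5, limit read from the data, passing the limit was not always enough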;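 further: 0% = enzyme with substrate and 100% = substrate without enzyme; some results filed as inactive read as strong as hits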
# Target sequence (Q92905 whole entry, looked up, one chain of several): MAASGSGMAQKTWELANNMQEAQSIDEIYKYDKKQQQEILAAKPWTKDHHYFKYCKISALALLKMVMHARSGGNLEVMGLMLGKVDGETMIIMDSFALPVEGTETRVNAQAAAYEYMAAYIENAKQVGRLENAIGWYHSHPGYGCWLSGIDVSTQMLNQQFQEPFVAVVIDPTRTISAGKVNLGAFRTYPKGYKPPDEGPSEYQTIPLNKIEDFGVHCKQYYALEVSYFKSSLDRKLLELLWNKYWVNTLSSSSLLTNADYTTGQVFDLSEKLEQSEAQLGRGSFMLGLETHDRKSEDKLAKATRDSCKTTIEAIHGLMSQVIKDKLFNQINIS
#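 test system = HEK293T-derived human Csn5 enzyme | amount = 0.24 nM Csn5 enzyme, final concentration | medium = Tris/NaCl/DTT buffer, pH 7.5 | schedule = 90 min reaction at room temperature | signal = FP | evaluation = inhibition of Csn5 cleavage, % | compound dosing = single dose of 12.5 µM compound with 0.25% DMSO | probe or stimulus = 10 nM SCFSkp2-Nedd8OG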
# STEP inh – blocks human striatal-enriched tyrosine phosphatase; P54829; 0.25% of 360,000 active; recombinant STEP, OMFP fluorogenic substrate, fluorescence; inhibition, % at 20 µM; AID 588621;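 active means inhibition at 20 µM, scaled per plate between control wells, above about 37%, limit read from the data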;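 further: 0% = DMSO with enzyme and substrate and 100% = substrate only without enzyme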
#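 material = STEP tyrosine phosphatase | reagent = fluorogenic phosphatase substrate OMFP at 25 µM final | doses = single compound dose of 20 µM, 1% DMSO final | schedule = 20 min reaction, room temperature, in the dark | measured by = fluorescence, 480/540 nm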
# MsrA inh – bovine MsrA inhibition | purified bovine MsrA, absorbance read-out | inhibition, % at 15.5 µM | 0.75% of 360,000 active | AID 651718; in the data active means inhibition above about 4.5%;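 further: 0% = vehicle wells with enzyme and 100% = reference inhibitor wells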
# Scp-1 inhibitor – blocks human Scp-1 phosphatase activity | AID 493091 | Q9GZU7 | 0.88% of 340,000 active | Recombinant Scp1, phosphopeptide, malachite green phosphate absorbance | inhibition, % at 20 µM;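 active means inhibition above about 50% at 20 µM, limit read from the data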;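 further: plate controls were DMSO wells with enzyme for no effect and wells lacking enzyme for full effect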
# Target sequence (Q9GZU7 76-261 limits assumed): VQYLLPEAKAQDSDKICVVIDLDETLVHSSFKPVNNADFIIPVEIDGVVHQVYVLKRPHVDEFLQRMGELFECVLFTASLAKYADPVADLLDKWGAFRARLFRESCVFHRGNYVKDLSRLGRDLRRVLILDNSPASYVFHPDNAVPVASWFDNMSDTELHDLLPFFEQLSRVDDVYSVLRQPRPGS
#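 Test system – truncated SCP-1 phosphatase (76-261aa) · Reagent – Phosphorylated 17-residue peptide substrate · Incubation – 45 min room-temperature reaction, 5 min colour, 30 min stabiliser · Detection – colorimetric phosphate reagent with accelerator and stabiliser, absorbance at 630 nm · Measure – % inhibition at 20 µM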
# Rpn11 inh – inhibitors of human proteasome Rpn11; human 26S proteasome, Ub4-pepOG fluorescence polarization; 20S core pre-blocked with epoxomicin; AID 588493; 0.59% of 360,000 active; O00487; calls only at 20 µM;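 active means inhibition at 20 µM, scaled to each plate's controls, above about 33%, limit read from the data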
# Target sequence (O00487 whole entry, looked up): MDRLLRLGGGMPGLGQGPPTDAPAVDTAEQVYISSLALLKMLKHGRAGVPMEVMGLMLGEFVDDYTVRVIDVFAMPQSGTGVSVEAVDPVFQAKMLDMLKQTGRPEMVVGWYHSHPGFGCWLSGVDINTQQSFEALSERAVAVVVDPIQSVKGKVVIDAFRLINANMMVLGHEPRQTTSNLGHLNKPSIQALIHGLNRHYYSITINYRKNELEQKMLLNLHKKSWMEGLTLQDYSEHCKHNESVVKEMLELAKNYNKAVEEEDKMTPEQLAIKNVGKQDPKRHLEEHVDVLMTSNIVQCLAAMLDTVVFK
# Active calls of the source: *; i = inactive; x = not tested or not shown. Hits appear at their usual frequency, and some 3.9% of all compounds hit somewhere here.
SMILES,Tb MetRS inh,LMPTP block,SUMO1-SIM PPI,DNMT1 inh,NadD inh,CSN inh,STEP inh,MsrA inh,Scp-1 inhibitor,Rpn11 inh
COc1cc(CC(=O)NCC2COc3ccccc3O2)cc(OC)c1OC (centres undefined),-0.5,-1.9,1,0,-7,-4,1,-0.7,-3,i
Cc1ccc(C)c(N=Nc2ccc(O)c3ncccc23)c1,-0.7,1.3,-10,26,4,0,3,-0.2,-9,i
O=c1oc2c(CN3CCOCC3)c(O)ccc2c2c1CCCC2,0.2,1.4,4,1,-5,2,-3,1.7,-7,i
O=[N+]([O-])c1ccccc1/C=C/C=N/n1c(-c2ccco2)n[nH]c1=S,-0.2,0.3,-18,2,7,5,6,3.3,4,i
Cc1cc(NC(=O)CSc2cc(C)c3ccccc3n2)no1,-0.2,-1.2,-15,2,0,-1,-1,1.5,-7,i
COCCNC(=O)Cn1cc(/C=C(\C#N)C(=O)NC2CCCC2)c2ccccc21,1.7,-1.6,-16,1,4,-1,1,1.5,-4,i
Cc1cccc(C(=O)NCC(=O)OCC(=O)N2CCN(S(=O)(=O)c3ccc(C)cc3C)CC2)c1,-0.6,-1.2,3,3,4,0,1,-0.4,-2,i
COCCCNC(=O)CC(=O)N/N=C\c1ccc(SC)cc1,-0.3,0.0,-9,0,0,2,-3,0.8,-3,i
C[C@H](CO)N1C[C@H](C)[C@@H](CN(C)Cc2ccc3cccnc3c2)OCc2cnnn2CCCC1=O,0.1,-1.3,-4,2,-2,-4,-1,0.2,x,i
CCCCCn1c(SCC#N)nc2cc(C(=O)NCC3CCCO3)ccc2c1=O (centres undefined),-0.6,-0.3,-1,-4,-4,3,-5,-1.3,-2,i
CCc1ccc(NC(=O)c2ccc(OC)c([N+](=O)[O-])c2)cc1,1.2,0.3,-13,-3,-12,0,4,2.5,-14,i
C=CCSc1nnc(N2C(=O)C(O)=C(C(=O)c3ccco3)C2c2ccc(F)cc2)s1 (centres undefined),0.5,3.5,-15,3,14,6,0,2.2,-13,i
CSCCC(Nc1ccc(S(=O)(=O)N2CCOCC2)cc1[N+](=O)[O-])C(=O)OCC(=O)N(C(C)C)C(C)C (centres undefined),-0.6,0.0,-26,2,-5,-3,0,-0.4,-3,i
CC(/C=C/c1ccc(N(C)C)cc1)=N\N=C1\NC(=O)CC(C(=O)Nc2ccccc2)S1 (centres undefined),1.1,3.4,-6,-24,49*,6,-5,2.7,-8,x
Cc1ccc(NC(=S)NCc2ccccc2Cl)c(C)c1,-0.3,-0.8,0,0,0,-12,-1,-0.6,-1,i
CC(C)OCCCNC(=S)N1CCC(C(=O)c2ccc(F)cc2)CC1,-0.2,-1.8,-9,2,4,6,-1,0.6,x,i
O=C(COC(=O)Cc1ccc(S(=O)(=O)N2CCOCC2)s1)NCCc1ccccc1,0.4,1.6,3,4,9,8,3,0.7,35,i
Nc1ccc(S(=O)(=O)c2ccccc2)nc1,-0.7,-1.3,3,1,-7,-4,0,-0.8,-2,i
COc1ccc(-c2cc3c(=O)n(CC(=O)NCCCN4CCC(Cc5ccccc5)CC4)ncn3n2)cc1,0.4,2.5,-7,4,-3,1,2,-0.7,0,i
CC1(C)Cc2c(sc3c2c(=N)n(Cc2ccco2)c(=O)n3Cc2ccc(Cl)cc2)CO1,-0.3,2.7,-1,-4,32*,3,-1,0.1,9,i
O=C(Nc1ccc(O)cc1)c1ccc(C(=O)c2ccccc2)o1,0.3,-0.2,-17,-4,-7,2,3,1.7,1,i
CCN(CC)S(=O)(=O)c1cccc(-c2nnc(SCC(N)=O)n2CCc2ccccc2)c1,-1.1,-1.1,-2,1,-5,8,-3,1.0,1,i
O=C(/C=C/c1ccccc1)NNC(=O)c1cccc(Cl)c1,0.2,-0.1,-3,-9,-1,-3,0,0.1,-11,i
C=CCN1C2CCCC1CC(NC(=S)Nc1cccc(OC)c1)C2 (centres undefined),0.2,0.9,-2,-2,6,9,0,3.0,-5,i

# Copied from the list.
# Entry for CCN(CC)S(=O)(=O)c1cccc(-c2nnc(SCC(N)=O)n2CCc2ccccc2)c1 in Scp-1 inhibitor: 1
# Entry for CCc1ccc(NC(=O)c2ccc(OC)c([N+](=O)[O-])c2)cc1 in Tb MetRS inh: 1.2
# Entry for CC(C)OCCCNC(=S)N1CCC(C(=O)c2ccc(F)cc2)CC1 in MsrA inh: 0.6
# Entry for C=CCSc1nnc(N2C(=O)C(O)=C(C(=O)c3ccco3)C2c2ccc(F)cc2)s1 (centres undefined) in Scp-1 inhibitor: -13

# Other records follow.
SMILES,Tb MetRS inh,LMPTP block,SUMO1-SIM PPI,DNMT1 inh,NadD inh,CSN inh,STEP inh,MsrA inh,Scp-1 inhibitor,Rpn11 inh
Cc1nc(N)nc(N(C)c2ccccc2)c1Br,-0.2,4.6,10,-1,-1,6,2,0.8,-8,i
C=CCOc1ccc(/C=C/C(=O)OCC(=O)N(C)CC(=O)Nc2ccc(F)cc2)cc1,-0.5,-0.4,-7,0,-1,0,-1,0.5,-1,i
Cc1ccc(S(=O)(=O)CC(=O)N2CCCC2)cc1,-1.6,0.8,1,-2,0,2,-1,3.5,5,i
CCCc1nc2c(C)cc(Br)cn2c1Cc1ccccc1,0.1,0.8,-3,-1,1,-2,-1,-0.2,x,i
Cc1cc(Cl)c(S(N)(=O)=O)cc1OCC(=O)NC1CCCCC1,-0.2,-0.3,5,0,-7,1,-4,-0.5,40,i
CCOc1ccc(NC(=NCc2ccc3c(c2)OCO3)SC2CC(=O)N(c3ccc(OCC)cc3)C2=O)cc1 (centres undefined),-1.0,1.1,-1,-2,5,-2,-1,0.8,-4,i
CCCCC(=O)Nc1cc(-c2nc3ncccc3o2)ccc1C,-0.5,1.3,0,-1,-4,-4,-5,0.9,-7,i
O=S(=O)(O)c1ccc(NN=Cc2ccccc2O)cc1,-0.1,-0.6,-5,2,5,1,0,1.9,23,i
N#CCCN(Cc1ccccc1)C(=O)Nc1ccccc1,-0.5,-0.6,4,1,-1,-3,-2,-0.2,-8,i
COC(=O)Cn1c(C(=O)N(C)C)cc2c1C[C@H]1CN(C(=O)c3ccccc3)[C@@](Cc3ccc(F)cc3)(C(=O)OC)[C@@H]21,-0.3,-0.4,4,x,-7,-2,x,-0.9,x,x
COc1ccc(N(C(=O)CNC(=O)c2cccs2)C(C(=O)NC2CCCC2)c2ccncc2)cc1 (centres undefined),0.2,3.0,2,2,-2,-1,1,0.6,-7,i
C/C(=N\NC(=O)c1ccncc1)c1cc2ccccc2o1,-0.1,-1.0,-11,1,2,0,0,2.0,-6,i
Cc1cccc(NC(=O)N2CCCC2C(=O)NCc2cccs2)c1 (centres undefined),0.5,-0.9,3,-1,1,-1,0,0.8,-2,i
Cn1c(CO)cnc1SCC(=O)c1ccc(F)cc1,-1.2,-1.8,2,0,-6,-1,-3,0.6,1,i
COC(=O)CN(C(=S)Nc1ccc(Cl)cc1)C1CC(=O)N(c2ccc(OC)cc2)C1=O (centres undefined),0.1,1.8,3,-5,-4,1,-8,-0.3,-7,i
COc1ccc(NS(=O)(=O)c2cc(OC)ccc2NC(=O)c2cc(C)oc2C)cc1,0.0,1.7,7,-7,8,-2,1,-0.8,-5,i
Cc1cc(NC(=O)CCC(=O)N(CCC(C)C)C(C(=O)NC2CCCC2)c2cccnc2)no1 (centres undefined),-0.6,0.7,5,2,4,0,5,1.9,-5,i
COc1ccc(CCNC(=O)CSc2ccc(-c3ccco3)nn2)cc1OC,-0.8,-0.8,-1,-2,1,-8,1,-0.4,-4,i
COc1ccc(/C=N/N2C(=O)C3C4C=CC(C4)C3C2=O)cc1[N+](=O)[O-] (centres undefined),-0.8,1.3,-30,3,-6,-18,-1,8.4*,-4,i
Cc1ccc(C(=O)N2CCN(c3ncccn3)CC2)c(C)c1,-0.9,-0.7,1,0,-1,0,-2,-1.0,-3,i
NS(=O)(=O)c1cccc(NC(=O)c2cccc(N3C(=O)c4ccccc4C3=O)c2)c1,-0.2,2.1,-17,-3,-2,2,-2,-0.5,-8,i
O=C(Nc1ccc(Cc2ccncc2)cc1)C1CCC(N2C(=O)C3CCCCC3C2=O)CC1 (centres undefined),-0.4,1.2,-3,-3,1,-3,-2,-0.7,-1,i
COc1ccccc1-c1c(C(F)(F)F)oc2cc(OCC(=O)Nc3ccccc3C(F)(F)F)ccc2c1=O,0.7,0.9,-4,-5,1,-1,0,0.6,0,i
CC1=NN(c2ccccc2)C(=O)C1N=Nc1ccc(S(N)(=O)=O)cc1 (centres undefined),-0.5,-0.5,-17,18,-2,-1,0,1.6,-4,i

# Compound profiles, as listed above. Order of values: Tb MetRS inh | LMPTP block | SUMO1-SIM PPI | DNMT1 inh | NadD inh | CSN inh | STEP inh | MsrA inh | Scp-1 inhibitor | Rpn11 inh
# Cc1ccc(C(=O)N2CCN(c3ncccn3)CC2)c(C)c1 as listed: -0.9 | -0.7 | 1 | 0 | -1 | 0 | -2 | -1.0 | -3 | i
# Cn1c(CO)cnc1SCC(=O)c1ccc(F)cc1 as listed: -1.2 | -1.8 | 2 | 0 | -6 | -1 | -3 | 0.6 | 1 | i
# O=C(Nc1ccc(Cc2ccncc2)cc1)C1CCC(N2C(=O)C3CCCCC3C2=O)CC1 (centres undefined) as listed: -0.4 | 1.2 | -3 | -3 | 1 | -3 | -2 | -0.7 | -1 | i

# (next part)
SMILES,Tb MetRS inh,LMPTP block,SUMO1-SIM PPI,DNMT1 inh,NadD inh,CSN inh,STEP inh,MsrA inh,Scp-1 inhibitor,Rpn11 inh
CC(C)C[C@@H](CN1CCC[C@H]1CN1C(=O)C(=O)NC[C@@H]1Cc1ccc(O)cc1)N1C[C@H](Cc2ccccc2)N(CC2CCCCCC2)C(=O)C1=O,-1.3,6.3,2,x,38*,-3,x,0.1,x,x
CCCCC1=CC2=CC(=O)C(C)(OC(=O)c3cccs3)C(=O)C2=CO1 (centres undefined),-0.1,0.6,10,27,32*,23,-2,0.1,-3,i
Cc1ccc(Oc2ccccc2/C=C2\SC(=O)N(C)C2=O)cc1,-0.3,2.8,-8,5,14,3,1,-0.4,-12,i
Cc1ccc(-c2nnn(CC(=O)N3CCN(c4ccccc4)CC3)n2)o1,-2.0,-0.7,-6,4,0,-2,-2,1.1,5,i
O=C(CSc1nnnn1-c1ccccc1)NC(=O)Nc1ccc2c(c1)OCCO2,-0.7,1.2,3,2,-8,0,2,-1.2,-1,i
CCOC(=O)/C(C#N)=C1/SC(CCO)C(=O)N1c1ccccc1 (centres undefined),-0.5,-0.2,1,1,-5,2,0,-0.5,-3,i
CC1(C(=O)NC2CCN(Cc3ccccc3)CC2)CCN1CCc1ccccc1 (centres undefined),0.3,-0.7,4,-2,-5,2,-1,0.5,x,i
